Pf growth 96h = Primary qHTS for delayed death inhibitors of the malarial parasite plastid, 96 hour incubation. 6.9% of 320,000 active. P. falciparum luciferase reporter growth, 96 h. Potency, µM (series often up to 28.7 µM), without a hit: at the highest dose activity change, negative = inhibition, most hits filed as inhibitors; further: potency means the concentration at half of the fitted maximal effect; on the % scale 0 is the no-effect control and ±100 the full control effect
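Readout is luminescence from an integrated firefly luciferase in P. falciparum. Red cells, 2% hematocrit and 0.05% parasitemia final, were cultured with compound through two parasite generations (96 hours) at 37 C, 5% CO2.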
FBPA Giardia inh = qHTS Assay for Inhibitors of Fructose-1,6-bisphosphate Aldolase from Giardia Lamblia; A8B2U2; purified Giardia FBPA; Potency, µM (series often up to 59.6 µM), inactives show top-dose activity, negative = inhibition, hits mostly inhibitors; 0.71% of 290,000 active; further: potency means the concentration at half of the fitted maximal effect; on the % scale 0 is the no-effect control and ±100 the full control effect; nearly all actives have a fitted effect of over 55% in size
Target sequence (A8B2U2 whole entry, looked up): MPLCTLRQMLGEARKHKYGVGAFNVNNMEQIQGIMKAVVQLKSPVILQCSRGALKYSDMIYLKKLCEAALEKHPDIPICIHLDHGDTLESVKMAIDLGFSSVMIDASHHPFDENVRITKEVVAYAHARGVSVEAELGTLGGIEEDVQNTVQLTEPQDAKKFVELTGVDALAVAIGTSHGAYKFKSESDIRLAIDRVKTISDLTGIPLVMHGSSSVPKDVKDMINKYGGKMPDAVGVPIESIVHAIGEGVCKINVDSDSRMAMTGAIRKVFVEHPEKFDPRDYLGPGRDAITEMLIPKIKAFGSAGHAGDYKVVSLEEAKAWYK
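40 nM FBPA preincubated 10 min at RT with compound (up to 57.5 uM final), then substrate plus GAPDH/TPI/NAD/arsenate coupling and diaphorase/resazurin added. Fluorescence read after 20 min at RT, 525/598 nm.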
Cycloheximide cs = Cycloheximide Counterscreen for Small Molecule Inhibitors of Shiga Toxin; cell reporter, cycloheximide protein synthesis inhibition counterscreen; max response, %; 12% of 300,000 active; AID 2314, 2010; in the data active means max response mostly above about 13%, no sharp cut-off; inactive means mostly below about 14%; further: read at 38.3 µM for the half of the compounds with a filed dose; 0% is about no effect
HCV inh = qHTS Assay for Inhibitors of Hepatitis C Virus (HCV); Potency, µM (series often up to 41.8 µM), for the others: top-dose activity change, negative = inhibition, usual class: inhibitors; 3.4% of 340,000 active; AID 651820, 2012; Huh7.5.1 HCVcc-Cre infection, luciferase reporter, 44 h; further: potency means the concentration at half of the fitted maximal effect; on the % scale 0 is the no-effect control and ±100 the full control effect
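A cell-based infection assay in which seeded cells (1,000 per well) receive test compound after 4 h, are inoculated with HCVcc-Cre at approximately 0.5 moi, and are incubated 44 h before luminescence detection.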
Pf growth 48h = Primary qHTS for delayed death inhibitors of the malarial parasite plastid, 48 hour incubation. 5.9% of 310,000 active. P. falciparum luciferase growth in erythrocytes, 48 h. Potency, µM (series often up to 28.7 µM), inactives show at the top dose activity change, negative = inhibition, hits mostly inhibitors; further: potency means the concentration at half of the fitted maximal effect; on the % scale 0 is the no-effect control and ±100 the full control effect
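A one-generation exposure of luciferase-tagged malaria parasites in RPMI 1640/Albumax erythrocyte culture, 37 C and 5% CO2. Inhibition is inferred from decreased luminescence after adding detection reagent.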
Shiga inhibitor = A qHTS for Small Molecule Inhibitors of Shiga Toxin; Vero cells, Shiga toxin protein synthesis inhibition reporter; inhibition, % at 38.7 µM; AID 2315, 2010; 9.2% of 290,000 active; in the data active means inhibition mostly above about 28%, no sharp cut-off; inactive means mostly below about 43%; further: 0% is about no effect
An asterisk follows results filed as active; u = inconclusive; x = not tested or not shown; & = joins results of further samples; [ ] = remark or other dose. Unless noted, the call rests on the fitted dose curve; in most records, active means well fitted curve in the direction sought with a large enough effect; inconclusive means small, poorly fitted or top-dose-only effect, or another doubt; inactive means no such curve, though single readings can be large; an effect the other way counts as inactive or inconclusive.

Letter code: A = Pf growth 96h; B = FBPA Giardia inh; C = Cycloheximide cs; D = HCV inh; E = Pf growth 48h; F = Shiga inhibitor
COc1ccc(C(=O)CCC(=O)Nc2cccnc2)c(OC)c1
  A = 7%; B = 0%; C = -5; D = 3%; E = -5%; F = -20
COc1ccc(Cc2nnc(NC(=O)C3CCCO3)s2)cc1 (stereo unspecified)
  A = u; B = -1%; C = 24*; D = 24%; E = -13%; F = 49
O=C(O)c1cccc(-n2c(/C=C/c3cccc([N+](=O)[O-])c3)nc3ccccc3c2=O)c1
  A = u; B = -8%; C = -6; D = 2%; E = u; F = -9
O=S(=O)(NCCc1ccncc1)c1ccc(S(=O)(=O)N2CCCCCC2)cc1
  A = u; B = 13%; C = -2; D = -5%; E = u; F = -2
Cc1c(C(=O)O)sc2[nH]c(=O)n(Cc3ccccc3)c(=O)c12
  A = 25%; B = 10%; C = 0; D = 5%; E = 13%; F = -5
COc1ccc(N(CCC(=O)O)S(=O)(=O)c2ccc(C)c(C)c2)cc1
  A = 28%; B = u; C = -1; D = 3%; E = 6%; F = -4
Cc1noc(C)c1S(=O)(=O)N1CCC(C(=O)Nc2ccc(Br)cc2)CC1
  A = 40%[activator]; B = 5%; C = 2; D = 6%; E = -12%; F = -4
COC(=O)CCC(=O)c1ccc(OC)c(Cl)c1
  A = 90%[activator]; B = x; C = x; D = -5%; E = 33%[activator]; F = x
Clc1cccc(CSc2nnc(-c3cccnc3)n2Cc2ccco2)c1
  A = 18%; B = -19%; C = -3; D = -16%; E = u; F = -5
CN1C(=O)C(CC(=O)NC2CCCCC2)N(C)C1=O (stereo unspecified)
  A = 1%; B = 5%; C = 10; D = 3%; E = u; F = -6
N#CCCn1cc(C(CC(=O)c2ccccc2)C(=O)O)c2ccccc21 (stereo unspecified)
  A = 34%[activator]; B = -1%; C = 30*; D = 0%&15%; E = 11%; F = 50
CCOC(=O)C1C(c2ccc(OC)c(OC)c2)c2c([nH][nH]c2=O)CC1(C)O (stereo unspecified)
  A = 5%; B = -1%; C = -2; D = 4%; E = 1%; F = 6
CCOC(=O)C1C(C(=O)OC)=C(c2ccc(F)cc2)c2ccccc2N1S(=O)(=O)C(F)(F)F (stereo unspecified)
  A = x; B = 5%; C = 3; D = u; E = x; F = 14
COc1ccc(-c2cc3nc(C4CCN(C(=O)OC(C)(C)C)CC4)c(C(=O)O)cn3n2)cc1
  A = 16%; B = 28%; C = -1; D = 24%; E = 1.3µM*; F = -3
Nc1ccc(-n2cc(-c3ccccc3)[nH]c2=S)cc1
  A = u; B = 22%; C = 33*; D = -4%; E = -11%; F = 61*
C#CCNC(=O)C1CCN(c2ccc(S(=O)(=O)N3CCOCC3)cc2Cl)CC1
  A = u; B = 0%; C = -3; D = 0%; E = u; F = -10
CN(Cc1ccccc1)S(=O)(=O)c1cccs1
  A = 9%; B = -23%; C = -1; D = 10%; E = x; F = -8
CCCCn1c(N)c(N(CC(C)C)C(=O)c2ccc(S(=O)(=O)N3CCCCC3)cc2)c(=O)[nH]c1=O
  A = u; B = x; C = x; D = -16%; E = -24%; F = x
O=c1cc(CO)oc(C(Nc2ccccn2)c2cccc(F)c2)c1O (stereo unspecified)
  A = 1%; B = u; C = -2; D = 1%; E = 1%; F = 2
Cc1c(C(=O)N2CCCCCC2)c(S(=O)(=O)Nc2ccccc2F)c(C)n1C
  A = -25%; B = 4%; C = 11; D = 10%; E = 0%; F = -13
N#Cc1c(N2CCCC2)ccc(Br)c1Cl
  A = 44%[activator]; B = 5%; C = 2; D = u; E = 50%[activator]; F = 1
CCC(/C=N/NC(=O)C(=O)N/N=C/C(CC)CC)CC
  A = 0%; B = 11%; C = -3; D = 14%; E = 18%; F = 2
CC(N=C1NS(=O)(=O)c2ccccc21)C(=O)NCc1ccncc1 (stereo unspecified)
  A = 23%; B = x; C = x; D = 5%; E = 0%; F = x
CCN(CC(=O)Nc1c(F)cccc1F)C(=O)C1COc2ccccc2O1 (stereo unspecified)
  A = 32%; B = x; C = x; D = -18%; E = 36%[activator]; F = x
N#CCCN(Cc1cccnc1)C(=S)Nc1ccccc1Cl
  A = -19%; B = 1%; C = -7; D = 22%; E = 4%; F = -11

Three entries from above, as tab-separated lines.
Molecule	Pf growth 96h	FBPA Giardia inh	Cycloheximide cs	HCV inh	Pf growth 48h	Shiga inhibitor
COc1ccc(C(=O)CCC(=O)Nc2cccnc2)c(OC)c1	7%	0%	-5	3%	-5%	-20
COc1ccc(Cc2nnc(NC(=O)C3CCCO3)s2)cc1 (stereo unspecified)	u	-1%	24*	24%	-13%	49
O=C(O)c1cccc(-n2c(/C=C/c3cccc([N+](=O)[O-])c3)nc3ccccc3c2=O)c1	u	-8%	-6	2%	u	-9

Additional structures:
Letter code: A = Pf growth 96h; B = FBPA Giardia inh; C = Cycloheximide cs; D = HCV inh; E = Pf growth 48h; F = Shiga inhibitor
Cn1ncc(Cl)c1C(=O)N/N=C/c1cc2c(cc1[N+](=O)[O-])OCO2
  A = u; B = -7%; C = 5; D = -7%; E = 4%; F = -21
O=C(OCC(=O)N1CCCC1)c1c[nH]c2ccccc12
  A = 60%[activator]; B = x; C = x; D = 12%; E = 34%[activator]; F = x
CS(=O)(=O)N1Cc2ccccc2CC1C(=O)O (stereo unspecified)
  A = 35%; B = -1%; C = 13; D = 9%; E = -1%; F = 30
O=C(Nc1ccc2c(c1)CCCN2C(=O)c1cccs1)c1cccc(F)c1
  A = 19%; B = 1%; C = 22*; D = u; E = 17%; F = 47*
O=C(N/N=C/c1ccccc1)NC1CCCCC1
  A = 33%[activator]; B = 13%; C = 31*; D = 1%; E = 59%[activator]; F = 46
CC[C@H](C)[C@H](NC(=O)[C@H](C)NC(=O)[C@H](Cc1cnc[nH]1)NC(=O)[C@@H]1CCCN1C(=O)CNC(=O)[C@H](CC(C)C)NC(=O)[C@H](CC(C)C)NC(=O)[C@H](Cc1ccc(O)cc1)NC(=O)CNC(=O)[C@H](C)NC(=O)[C@H](CO)NC(=O)[C@H](CC(N)=O)NC(=O)[C@H](CC(C)C)NC(=O)[C@@H](NC(=O)[C@H](Cc1c[nH]c2ccccc12)NC(=O)CN)[C@@H](C)O)C(=O)N[C@@H](CC(=O)O)C(=O)N[C@@H](CC(N)=O)C(=O)N[C@@H](Cc1cnc[nH]1)C(=O)N[C@@H](CCCNC(=N)N)C(=O)N[C@@H](CO)C(=O)N[C@@H](Cc1ccccc1)C(=O)N[C@@H](CO)C(=O)N[C@@H](CC(=O)O)C(=O)N[C@@H](CCCCN)C(=O)N[C@@H](Cc1cnc[nH]1)C(=O)NCC(=O)N[C@@H](CC(C)C)C(=O)N[C@H](C(N)=O)[C@@H](C)O
  A = x; B = -1%; C = -9; D = x; E = x; F = -9
O=C(O)c1ccc(CN2C(=O)c3ccc(Oc4ccc([N+](=O)[O-])cc4)cc3C2=O)cc1
  A = u; B = 14%; C = -2; D = -2%; E = 6%; F = 21
CCOC(=O)N1CCN(C2=NC3(CCCCC3)C(C#N)C(=O)N2)CC1 (stereo unspecified)
  A = 42%[activator]; B = 3%; C = -2; D = 28%; E = 36%[activator]; F = 27
CCOc1ccc(/C=N/NC(=O)c2csc(C)c2C)c(OCC)c1
  A = 1%; B = 2%; C = 18; D = -22%; E = 3%; F = 47
Cc1ccc(S(=O)(=O)c2c(C)cc(C)[nH]c2=O)cc1
  A = -8%; B = 0%; C = 6; D = 6%; E = -7%; F = -10
Cc1cccc(/C=C2/Sc3ccc(C(=O)N4CCOCC4)cc3NC2=O)c1
  A = 17%; B = x; C = 4; D = -25%; E = u; F = -2
Cc1noc(C)c1C(=O)Nc1cc(Cl)ccc1N1CCOCC1
  A = u; B = x; C = x; D = 10µM*; E = -21%; F = x
CN1CCN(C(=S)c2ccc(Br)cc2)CC1
  A = u; B = 16µM*; C = 0; D = 2%; E = -3%; F = 7
O=C(CSc1nnnn1-c1ccccc1)c1ccc(O)cc1O
  A = 10%; B = 8%; C = 14*; D = 9%; E = 31%[activator]; F = 50
CC(C)c1cc(C(=O)N2CCCC(N3CCN(c4ccc(F)cc4)CC3)C2)no1 (stereo unspecified)
  A = -9%; B = x; C = -4; D = u; E = u; F = 2
Cn1ccnc1CN1CCCCC1C(=O)Nc1ccc(Oc2cccnc2)cc1 (stereo unspecified)
  A = 13µM*; B = -22%; C = 0; D = -7%; E = u; F = 7
O=C(Nc1cccc(Cl)c1Cl)c1ccncc1
  A = x; B = 2%; C = 12; D = -8%; E = 0%; F = 30
COc1ccc(NC(=O)CSc2nc3sc4c(c3c(=O)n2-c2ccc(OC)cc2)CCN(C)C4)cc1
  A = u; B = u; C = 11; D = u; E = u; F = 34
CCOc1ccccc1OCC(O)CNC (stereo unspecified)
  A = x; B = -9%; C = -2; D = 20%; E = 3%; F = -3
O=C(NNC1=NS(=O)(=O)c2ccccc21)c1ccccc1
  A = 38%[activator]; B = -5%; C = -1; D = 8%; E = 3%; F = -3
CCn1c(CC(=O)Nc2ccccc2F)nnc1SCC(=O)N1CCN(c2ccccc2)CC1
  A = -3%; B = 0%; C = 0; D = -7%; E = -17%; F = -10
O=C(OCC(=O)N1CCN(C(=O)c2ccco2)CC1)c1ccccc1OCc1ccc(Cl)cc1
  A = 372%[activator]; B = -6%; C = 28; D = 4%; E = -23%; F = 25
O=C1c2cccc3c(N4CCCCC4)ccc(c23)C(=O)N1CCO
  A = u; B = 0%; C = 42*; D = u; E = 13%; F = 76
Cc1cc(CC(=O)O)c(C)cc1CC(=O)O
  A = -16%; B = 13%; C = -3; D = 10%; E = 18%; F = -26
CCCCC(CC)CNC(=O)/C=C/c1ccc(F)cc1 (stereo unspecified)
  A = 2%; B = -3%; C = 5; D = -18%; E = u; F = 23

Other entries follow:
Letter code: A = Pf growth 96h; B = FBPA Giardia inh; C = Cycloheximide cs; D = HCV inh; E = Pf growth 48h; F = Shiga inhibitor
CCCn1nc(C(=O)Nc2nc3ccccc3[nH]2)c2ccccc2c1=O
  A = u; B = -6%; C = -3; D = u; E = 15µM*; F = 34
CC(CNC(=O)CCc1nnc(CCC2CCCCC2)o1)c1ccccc1 (stereo unspecified)
  A = 0%; B = 3%; C = 21*; D = -19%; E = -11%; F = 38
COc1ccc(C2(C)NC(=O)N(CC(=O)Nc3ccc4ccccc4c3)C2=O)cc1OC (stereo unspecified)
  A = u; B = x; C = x; D = u; E = u; F = x
O=C(NC1CCCCC1)N1CCN(C(c2ccccc2)c2ccccc2)CC1
  A = u; B = 1%; C = -1; D = u; E = x; F = -2
CCN(CC)CCCn1c(C)cc2c(c1=O)C(c1ccc(OC)c(OC)c1OC)C(C#N)=C(N)O2 (stereo unspecified)
  A = 0.93µM*; B = u; C = -6; D = 12%; E = u; F = -8
COc1ccc(-c2nc(-c3cccc(C)c3)no2)cc1OC
  A = x; B = -1%; C = 25*; D = 0%; E = 402%[activator]; F = 60*
O=C(NCc1cccnc1)c1cc(Sc2ccc(F)cc2F)nc2ccccc12
  A = -19%; B = -2%; C = -2; D = 10µM*; E = u; F = -8
Cc1ccc2nc3c(cc(C#N)c(=O)n3-c3nccs3)c(=O)n2c1
  A = 8%; B = -21%; C = -2; D = 1%; E = 11%; F = -12
O=C(O)c1ccc2cccnc2c1O
  A = 8%; B = 20µM*; C = -3; D = 14%; E = -1%; F = -2
CCc1cc(=O)oc2cc(C)cc(OCC(=O)C(C)(C)C)c12
  A = 20%; B = 9%; C = 13; D = u; E = u; F = 4
CCOc1ccc(OCCn2c(=S)[nH]c3c(N)ncnc32)cc1
  A = 7%; B = -15%; C = -2; D = 19%; E = -17%; F = -8
COc1cccc(NC(=O)c2ccccc2C(F)(F)F)c1
  A = 13%; B = -7%; C = 7; D = 8%; E = 16%; F = 13
CC1(C)NC(=O)N(CC(=O)N2CCN(S(=O)(=O)c3ccccc3F)CC2)C1=O
  A = -2%; B = x; C = x; D = 18%; E = 17%; F = x

Compound activity deposited in PubChem by National Center for Advancing Translational Sciences (NCATS).
